Compound activity as filed in PubChem BioAssay.
TEAD-YAP block – TEAD-YAP interaction inhibition; HEK-TIYL cells, TEAD-Gal4/YAP UAS-luciferase luminescence; inhibition, % at 9.12 µM; 640,000 compounds, 1.4% hits; in the data active means inhibition above about 32%;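 further: 0% = median of test compound wells and 100% = reference inhibitor wells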
MITF inh – inhibitors of human MITF. O75030. AlphaScreen MITF homodimerization, bead proximity signal. inhibition, % at 2.6 µM. 650,000 compounds, 0.91% hits. AID 1259374; in the data active means inhibition above about 50%;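 further: 0% = vehicle wells with protein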
FBW7 activator – activators of human E3 ligase FBW7; AlphaScreen FBW7–phospho-cyclin E peptide binding, activator screen; normalized activity (activation), % at 26.1 µM; 650,000 compounds, 0.13% hits; in the data active means normalized activity above about 1.9%;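 further: purified mutant Fbw7 with reduced substrate affinity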
Target sequence (Q969H0 whole entry, looked up): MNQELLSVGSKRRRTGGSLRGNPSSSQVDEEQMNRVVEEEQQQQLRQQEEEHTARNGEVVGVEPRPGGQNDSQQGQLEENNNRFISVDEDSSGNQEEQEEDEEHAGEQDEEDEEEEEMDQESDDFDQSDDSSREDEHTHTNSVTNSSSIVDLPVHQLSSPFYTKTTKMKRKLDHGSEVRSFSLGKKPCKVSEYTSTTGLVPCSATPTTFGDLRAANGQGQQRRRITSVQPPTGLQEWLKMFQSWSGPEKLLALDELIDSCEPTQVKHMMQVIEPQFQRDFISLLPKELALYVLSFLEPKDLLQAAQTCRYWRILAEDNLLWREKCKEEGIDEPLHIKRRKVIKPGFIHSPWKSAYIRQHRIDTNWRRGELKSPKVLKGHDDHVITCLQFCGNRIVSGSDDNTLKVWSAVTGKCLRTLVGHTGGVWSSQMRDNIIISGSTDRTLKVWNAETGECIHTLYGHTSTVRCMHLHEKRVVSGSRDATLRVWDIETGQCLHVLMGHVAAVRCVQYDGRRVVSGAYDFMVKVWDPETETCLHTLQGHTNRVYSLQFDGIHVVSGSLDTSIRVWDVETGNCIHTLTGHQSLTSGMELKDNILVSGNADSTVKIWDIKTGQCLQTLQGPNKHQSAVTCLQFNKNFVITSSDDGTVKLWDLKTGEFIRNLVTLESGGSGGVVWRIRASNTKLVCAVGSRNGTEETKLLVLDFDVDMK
GPR151 ag – human GPR151 activation; PathHunter beta-arrestin GPR151 cells, luminescence; Q8TDV0; activation, % at 11.2 µM; AID 1508602; 650,000 compounds, 1% hits; in the data active means activation above about 4.9%;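 further: 0% = median of compound wells and 100% = cells with positive control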
* = called active by the depositor; . = no result given; & = joins results of further samples. Hits appear at their usual frequency. Share with any hit: about 3.4%.

A first look:
Molecule,TEAD-YAP block,MITF inh,FBW7 activator,GPR151 ag
Cc1ccc(C(=O)Nc2cccc(NC(=O)c3cccc(S(=O)(=O)N4CCCCC4)c3)c2)cc1S(=O)(=O)N1CCOCC1,15.5,13.8,0.1,0.1
NC(=O)Nc1ccc(C(=O)N2CCCc3ccccc32)cc1,-0.8,-2.6,-0.1,-0.9
CCCCc1ncc(CN2CCC3(CC2)CC3C(=O)N2C[C@@H](C)O[C@@H](C)C2)[nH]1 (some centres not stated),6.1,1.7,0.1,-0.2
Cc1ccccc1Nc1nc(N)nc(CSc2nnc3ccccn23)n1,-39.9,5.1,0.1,-1.3

The whole of this part (from the top)
Molecule,TEAD-YAP block,MITF inh,FBW7 activator,GPR151 ag
Cc1ccc(C(=O)Nc2cccc(NC(=O)c3cccc(S(=O)(=O)N4CCCCC4)c3)c2)cc1S(=O)(=O)N1CCOCC1,15.5,13.8,0.1,0.1
NC(=O)Nc1ccc(C(=O)N2CCCc3ccccc32)cc1,-0.8,-2.6,-0.1,-0.9
CCCCc1ncc(CN2CCC3(CC2)CC3C(=O)N2C[C@@H](C)O[C@@H](C)C2)[nH]1 (some centres not stated),6.1,1.7,0.1,-0.2
Cc1ccccc1Nc1nc(N)nc(CSc2nnc3ccccn23)n1,-39.9,5.1,0.1,-1.3
COc1ccc(OC)c(C(C)NC(=O)c2ccccc2)c1 (configuration not stated),13.5,5.7,0.1,1.3
O=C(Nc1cccc(F)c1)C1CC12CCN(Cc1nc3ccccc3s1)CC2 (configuration not stated),1.0,-22.8,0.0,1.3
CC(=O)Nc1ccc(SCc2csc(CC(=O)Nc3ccc(C)cc3)n2)cc1,-7.2,-8.7,-0.2,1.1
CCOc1ccc(NC(=O)c2ccccc2Br)c([N+](=O)[O-])c1,-17.9,7.3,0.7,0.9
Cc1nc2c(C(=O)N3CCCC3)cnn2c(C)c1Cc1ccccc1F,-41.2,-9.9,0.1,0.1
Cc1nn(C)c(C)c1-c1cc(NC2CCN(Cc3ccccc3)CC2)ncn1,3.0,7.9,-0.3,-0.6
O=C(Nc1ccc(-c2nc3ccccc3o2)cc1)c1cccc(Cl)c1Cl,-48.8,3.6,0.0,-0.2
Nc1c(-c2nc(-c3ccccc3F)no2)nnn1-c1cccc(F)c1,-81.7,-7.2,0.0,-0.8
c1ccc(Nc2nc(N3CCN(Cc4ccc5c(c4)OCO5)CC3)nc3nc[nH]c23)cc1,13.5,9.6,0.0,3.4
Nc1cccc(-c2cc(Nc3ccc(Oc4ccccc4)cc3)nc(N)n2)c1,52.3*,7.2,0.0,4.9*
O=C1NC(c2ccccc2F)c2c(-c3ccccc3)n[nH]c21 (configuration not stated),-3.1,-6.9,0.1,-0.9
CC1CCCCN1C(=O)c1ccc(N2CC3CC(C2)c2cccc(=O)n2C3)c(NC(=O)c2cccs2)c1 (configuration not stated),5.5,-2.6,-0.1,-0.1
Cc1nc(Nc2ccc(Cl)cc2)sc1C(=O)O,-49.9,-5.2,-0.2,-0.3
Cc1ccc(S(=O)(=O)N2CCN(Cc3ccccc3C(F)(F)F)CC2)cc1,-38.2,67.3*,0.1,1.5
O=C(c1ccccc1NS(=O)(=O)c1ccc(F)cc1)N1CC1,4.3,-6.0,-0.1,-0.8
COc1ccc(SCC(=O)N(CCN(C)C)c2nc3c(C)cccc3s2)cc1,-7.4,15.7,0.8,0.4
COC(=O)CCN1CCCCSC1=Nc1ccccc1,6.1,5.3,0.7,-0.8
CC1=CC(C)(C)N(C(=O)CN2C(=O)c3ccccc3C2=O)c2ccc(C)cc21,5.3,-1.9,0.0,-1.6
COc1ccc(Cl)cc1N1C(=O)C2C(C1=O)C1C=CC2C12CC2 (configuration not stated),1.5,-5.2,-0.1,-1.2
Cc1nc2scc(-c3ccccc3)c2c(=O)n1N=C1C=CC(=O)C=C1,-9.1,10.6,-0.4,-1.2
COc1ccccc1-n1c(SCC(=O)Nc2ccc(N(C)C)cc2)nc2c(sc(=S)n2CCc2ccccc2)c1=O,-12.1,-14.6,0.0,-2.2
CC(=O)Oc1c2c(C)[nH]nc2nc2c1c(=O)n(C)c(=O)n2C,-2.4,-4.3,-0.2,0.9
O=C(Nc1ccon1)c1cc2c(s1)CCCCCC2,-61.5,-18.7,0.1,-1.1
COc1ccc(OCC#CCN2CC(C)OC(C)C2)cc1 (configuration not stated),-4.1,33.1,-0.3,2.5
C=CCNC(=O)/C(=C\c1ccco1)NC(=O)c1ccccc1Cl,0.2,3.2,-0.1,1.2
C=CCOC(=O)C1=C(C)OC(N)=C(C#N)C1c1ccco1 (configuration not stated),-4.2,0.8,0.1,-0.3
CCC(=O)Nc1nc(-c2ccccc2)c(C)s1,1.9,-2.0,-0.1,-0.1
O=C(CC1C(=O)NCCN1Cc1ccc(F)cc1)NCCCn1ccnc1 (configuration not stated),-6.1,-4.3,-0.1,0.1
CC1=C(c2ccc(C)cc2)S(=O)(=O)N(CC(=O)N2CCN(c3ccccc3)CC2)C1=O,-4.0,-4.6,0.0,1.0
CCOC(=O)c1[nH]c(C)c(C(=O)Nc2nnc(CC)s2)c1C,-12.6,11.2,0.0,0.3
CCCCOC(=O)c1ccc(OC(=O)c2cncc(Br)c2)cc1,-4.9,-5.1,0.0,0.2
COc1ccc(NC(=O)c2ccc(Br)cc2)c2cccnc12,5.3,23.6,0.2,-0.6
CCCCN(CCCC)Cc1ccc(N)cc1,-4.8,9.5,0.2,0.8
COc1cc(/C=C2\SC(N3CCC(C)CC3)=NC2=O)ccc1O,22.1,0.9,0.0,0.4
COc1ccc(OCC(=O)Nc2ccc3nn(-c4ccc(OC)cc4)nc3c2)cc1,-25.6,7.3,-0.1,-1.5
N[C@@H](Cc1c[nH]c2ccccc12)C(=O)O,-8.9,-9.2,-0.1,0.1
CCOc1ccc(-n2c(CNC(=O)c3ccco3)nnc2SCC(=O)Nc2ccc(OC)cc2)cc1,3.2,-12.1,-0.1,-0.8
CN(CCc1ccccn1)C(=O)c1ccc(N2CC3CC(C2)c2cccc(=O)n2C3)c([N+](=O)[O-])c1 (configuration not stated),4.3,-0.6,0.1,0.8
Cc1cccc(-c2nc3scc(CCNC(=O)c4ccco4)n3n2)c1,-5.0,-3.6,0.0,1.7
C=CCOc1ccccc1CN1CCCC1CO (configuration not stated),0.9,17.5,0.0,0.5
Cc1sc(NC(=O)c2ccco2)c(C(c2cccnc2)N2CCC(Cc3ccccc3)CC2)c1C (configuration not stated),35.0*,3.8,0.1,-0.6
COc1cccc(CCNC(=O)C2CC23CCN(C(=O)Cc2ccsc2)CC3)c1 (configuration not stated),-6.2,-10.4,0.2,-0.5
CCCC(=O)Nc1cc(OC)cc(OC)c1,-2.3,19.9,0.0,1.7
N#CC1=C(N)OC2=C(C(=O)CC(c3ccccc3)C2)C1c1cc(Br)ccc1O (configuration not stated),7.5,11.8,-0.5,-0.4
CCSc1ccc(-c2cnc(Nc3ccc(N4CCOCC4)cc3)c3nccn23)cc1,-2.3,14.0,0.0,0.0
COc1ccc(CNC(=O)c2ccc3c(=O)n(CCCN4CCCC4=O)c(=S)[nH]c3c2)cc1,-4.7,-1.1,-0.2,0.7

(further entries)
Molecule,TEAD-YAP block,MITF inh,FBW7 activator,GPR151 ag
O=C(O)CC(Br)C(=O)c1ccc(F)cc1 (configuration not stated),11.2,6.2,0.0,4.1
Cc1cc[n+]2c(O)c(-c3ccccc3)sc2n1,-4.5,-6.5,-0.1,-0.5
N#Cc1cc2[nH]c3ccccc3c2n(-c2ccc([N+](=O)[O-])cc2)c1=O,4.8,8.7,0.2,-0.2
NC(=O)c1ccc(-c2cccc(C(=O)NCCO)n2)cc1,5.8,-1.8,-0.1,-1.1
CCN(CC)S(=O)(=O)c1cccc(N=NC2=C(O)CCCC2=O)c1,-2.3,5.9,0.6,1.0
CC(=O)N1CCc2c(sc(NC(=O)Cc3ccccc3)c2C(N)=O)C1,1.2,2.9,-0.1,5.3*
COc1ccc(NC2=NCCCCC2)cc1,-4.9&-4.6,0.2&-17.1,0.0&0.1,2.0&-0.6
COc1cccc(C(=O)/C=C/c2ccc3c(c2)OCO3)c1,-15.3,18.2,0.7,-1.2
COc1cccc(/C=N/NC(=O)c2nnn(-c3nonc3N)c2CN(C)C)c1O,25.9,44.3,-0.4,2.1
O=C(/C=C/c1ccco1)N1CCN(C/C=C/c2ccccc2)CC1,18.9,15.3,0.1,-2.0
COc1cc(OC)c2cc(C(=O)O)[nH]c2c1,-4.1,6.0,-0.1,0.1
COC(=O)C1=CN(c2ccc(Cl)cc2)C=C(C(=O)OC)C1c1ccc([N+](=O)[O-])cc1,0.6,5.6,-0.2,-0.3
CNS(=O)(=O)c1ccccc1Nc1cc(Nc2ccc3c(c2)CCC(=O)N3)ncc1C(F)(F)F,92.5*,-4.7,-0.1,-0.4
CS(=O)(=O)N1CCCCC1C(=O)N1CCCc2ccccc21 (configuration not stated),-0.5,16.7,0.1,-0.3
Cc1[nH]c2ccc(OC(F)(F)F)cc2c1CCNC(=O)c1ccnn1C,9.3,11.5,0.1,-1.5
COc1ccc(C2CC(=O)C3=C(C2)NC(C)=C(C(=O)OC2CCCC2)C3c2ccc(F)cc2)cc1 (configuration not stated),10.2,-9.0,0.2,-1.0
O=C(CN1C(=O)c2cc(Cl)c(Cl)cc2C1=O)N1CCCCCC1,1.4,-4.7,-0.1,-0.6
COC1=CC(=O)C=C(OC)C12CC(C)(C)N=C2SC,9.5,17.4,0.1,-0.9
O=C1Nc2ccc(Cl)cc2C(c2ccccc2)=Nc2ccccc21,15.1,6.9,-0.1,-0.4
CCOc1ccccc1CN1CCc2nnc(C(CC(C)C)NC(C)=O)n2CC1 (configuration not stated),-0.2,10.4,0.0,0.2
COC(=O)c1cc(OC)c(OC)cc1NS(=O)(=O)CC12CCC(CC1=O)C2(C)C (configuration not stated),-2.4,-0.6,0.0,1.4
O=C(CN1C(=O)c2cccc([N+](=O)[O-])c2C1=O)OC(c1ccccc1)c1ccccc1,6.3,-8.9,-0.1,-2.0
COc1ccc(CNc2ccc([N+](=O)[O-])cn2)cc1,-87.2,20.3,0.5,-0.6
O=C(Nc1cccc(C(F)(F)F)c1)c1c(O)c2cccc3c2n(c1=O)CCC3,-1.4,12.9,0.0,1.2
CCCCOc1ccc(-c2nc(C=Nc3ccccc3Br)c(O)o2)cc1,-7.2,-7.9,0.1,0.0
CSc1cccc(NC(=O)Cn2c(=O)n(C(C)C)c(=O)c3oc4ccccc4c32)c1,1.6,4.2,0.0,0.8
O=C(c1ccccc1)c1ccc(C(=O)N2CCN(c3ccc(F)cc3)CC2)o1,-3.5,4.6,-0.2,-1.1
N#CC1(C#N)[C@@H]2C=Cc3ccccc3N2[C@@H](C(=O)c2ccccc2)[C@@H]1c1cccc(Cl)c1,2.8,10.7,0.2,-2.1
Cc1nc(N/N=C/c2cccc([N+](=O)[O-])c2)cc(N2CCOCC2)n1,-2.5,-0.9,-0.1,2.1
CC1CC(C)CN(CCCNC(=O)C2c3ccccc3C(=O)N(C)C2c2cccs2)C1 (configuration not stated),-1.6,3.2,1.2,0.3
c1ccc(-c2nc3cnccn3c2NC2CCCCC2)cc1,-6.6,15.0,0.2,3.2
C=COC[C@H]1CN2[C@@H](CC[C@@H](C)[C@@H]2c2ccc(Br)cc2)C(=O)O1,.,18.7,0.3,-2.3
CCC(=O)N1c2ccccc2-c2nnc(SC)nc2OC1c1ccc(C(=O)OC)cc1 (configuration not stated),-6.2,-3.0,0.1,-0.5
Cc1cc(Br)ccc1NC(=O)COc1cc(=O)n(C)c2ccccc12,-5.7,-0.8,-0.1,-1.4
O=C(Nc1ncc(C(F)(F)F)cc1Cl)C1COc2ccccc2O1 (configuration not stated),2.4,14.0,0.3,-0.2
CCOC(=O)c1sc2nc(CN3CCN(c4ccccn4)CC3)[nH]c(=O)c2c1C,-2.6,2.7,0.3,2.6
COc1cc2nc(Cl)c(C=O)cc2c(OC)c1OC,2.7,12.9,-0.2,-0.1
COc1ccc(-c2csc(N)n2)c(OC)c1,-2.2,6.0,0.0,2.3
O=C(N/N=C\C=N\NC(=O)c1ccc(Cl)cc1)c1ccc(Cl)cc1,-3.9,-3.1,0.0,0.1
CC1(C)CC2(CCO1)OC(=O)CC2C(=O)NCCc1ccccc1 (configuration not stated),7.6,10.8,0.0,-0.3
